Screening data as filed in PubChem BioAssay.
Giardia kill: Giardia lamblia killing | hit rate 0.15% among 340,000 | Giardia lamblia trophozoite viability | AID 540267 | activity change, % at 7.66 µM, hits read low; in the data active = activity change below about -80%; inconclusive = between about -30% and that limit;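 note: parasites exposed to compound for two days anaerobically before the ATP read; % is set by controls: 0 for no effect and ±100 for the full control effect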
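ATP-content bioluminescence gauges trophozoite survival. Cells (100/well) receive compound and incubate anaerobically for 48 hrs at 37 deg C; detection reagent follows for 15-30 min at room temperature.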
PKM2 activator: activators of human pyruvate kinase M2; purified PKM2, Kinase-Glo ATP luminescence, activation; response scale: 0% is enzyme alone, no compound; P14618; Potency, µM (highest dose often 57.5 µM), without a hit: top-dose activation, hits mostly activators; hit rate 0.34% among 260,000; note: potency is the fitted concentration of half-maximal effect; % is set by controls: 0 for no effect and ±100 for the full control effect; nearly all actives have a fitted effect of over 55% in size
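Purified hPK-M2 (>95% pure) converted ADP (0.1 mM final) to ATP with 0.5 mM PEP in 50 mM imidazole pH7.2, KCl, MgCl2, Tween 20, BSA; 1 h at room temperature. ATP detected by Kinase-Glo luminescence.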
hERG WT inh: blocks the wildtype human KCNH2 potassium channel; activity change, % at 1.84 µM; AID 720551; Q12809; hit rate 0.37% among 340,000; U2OS, BacMam KCNH2, thallium flux FluxOr; active compounds read low;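 active = maximum activity change below -70%; inconclusive = maximum activity change between -70% and -50%; inactive = maximum activity change above -50%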; note: % is set by controls: 0 for no effect and ±100 for the full control effect
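U2OS cells were transduced with wild-type KCNH2 virus (2.03 x 10^8 / mL) for 4 h at room temperature, then cultured overnight at 37 C. Thallium flux was read with FluxOr dye. Rate constants were normalized to DMSO controls.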
Menin-MLL TR inh: displaces Texas Red mutant MLL peptide from human menin; hit rate 0.23% among 270,000; Menin + Texas Red MLL mutant peptide, fluorescence polarization; Potency, µM (doses to about 61.6 µM), for the others: top-dose FP activity change, negative = inhibition, actives largely listed as inhibitors; AID 1768; active = well fitted inhibition curve with a large enough effect in the polarisation, with a control signal flat, not every such curve was filed as active; inconclusive = small, poorly fitted or top-dose-only effect, or effect the other way, or a change in a side signal; inactive = no such curve, though single readings can be large or run the other way; the % refers to the polarisation; note: potency is the fitted concentration of half-maximal effect; % of control where 0% means no effect; many of its hits are not listed in these tables
CXXC DNA block: MLL CXXC-DNA interaction inhibition; hit rate 0.037% among 290,000; Q03164; Potency, µM (top dose mostly 115 µM), for the others: top-dose activity change, negative = inhibition, actives largely listed as inhibitors; AID 2662; MLL-CXXC / FITC-HOXA9 DNA fluorescence polarization; active = well fitted inhibition curve with a large enough effect in the polarisation, with a control signal flat, not every such curve was filed as active; inconclusive = small, poorly fitted or top-dose-only effect, or effect the other way, or a change in a side signal; inactive = no such curve, though single readings can be large or run the other way; the % refers to the polarisation; note: potency is the fitted concentration of half-maximal effect
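Purified MLL-CXXC (added from a 7 uM solution) was preincubated 5 min at ambient with pinned compounds in 50 mM Tris-HCl pH 7.5, 50 mM NaCl, 1 mM DTT, 0.05% BSA. Fluorescein-labeled HOX-A9 DNA (50 nM solution) followed, 30 min, then polarization read.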
FBPA coupling cs: inhibits coupling enzyme system, counter-screen for aldolase hits. hit rate 0.67% among 290,000. coupling enzyme system counterscreen, AmpLite Red fluorescence. AID 2472. activity change, negative = inhibition, % at 58.2 µM, hits read low; in the data active = activity change below about -30%; note: % is set by controls: 0 for no effect and ±100 for the full control effect
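Activity here indicates interference with the coupling reaction, not aldolase inhibition. Compounds at 57.5 uM final met coupling enzymes for 10 min at RT; substrate and AmpLite Red detection followed, with a 525/598 nm fluorescence read after 20 min.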
KCNH2 3.1 block: KCNH2 3.1 (human) potassium channel inhibition; U2OS KCNH2 3.1, thallium flux FluxOr; active compounds read low; activity change, % (tested at about 1.8 µM); hit rate 0.95% among 340,000; AID 720553;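 active = maximum activity change below -70%; inconclusive = maximum activity change from -70% to -50%; inactive = maximum activity change above -50%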;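 note: thallium influx rate constant from kinetic fluorescence after stimulation buffer; % is set by controls: 0 for no effect and ±100 for the full control effect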
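Virally transduced U2OS (3.1 isoform, 4 h infection in dark at RT) → overnight 37 C → FluxOr + Red40 in HBSS/HEPES, 45 min → stimulation buffer, 2 min kinetic read → rate constant vs DMSO controls.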
GALK inhibitor: inhibitors of human galactokinase; Purified GALK, Kinase-Glo residual ATP luminescence; P51570; AID 1868; Potency, µM (highest dose often 57.5 µM), for the others: top-dose activity change, negative = inhibition, usual class: inhibitors; hit rate 0.007% among 270,000; note: potency is the fitted concentration of half-maximal effect; % is set by controls: 0 for no effect and ±100 for the full control effect
Target sequence (P51570 whole entry, looked up): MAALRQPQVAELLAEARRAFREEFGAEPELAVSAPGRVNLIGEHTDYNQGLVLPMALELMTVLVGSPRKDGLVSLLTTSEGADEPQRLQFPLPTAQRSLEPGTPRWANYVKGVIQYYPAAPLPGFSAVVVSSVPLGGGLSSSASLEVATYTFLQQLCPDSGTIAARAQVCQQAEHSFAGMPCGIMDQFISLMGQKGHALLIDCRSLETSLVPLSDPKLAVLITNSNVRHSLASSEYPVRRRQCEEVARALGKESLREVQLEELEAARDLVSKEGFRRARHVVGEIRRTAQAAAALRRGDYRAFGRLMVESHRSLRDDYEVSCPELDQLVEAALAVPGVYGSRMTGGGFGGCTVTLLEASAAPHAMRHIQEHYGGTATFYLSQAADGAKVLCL
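Human GALK (5 nM) with 35 uM ATP and 100 uM galactose in 20 mM HEPES pH 8.0, 5 mM MgCl2, 60 mM NaCl, 1 mM DTT, 0.01% BSA. After 1 h at room temperature, leftover ATP was read by Kinase-Glo Plus luminescence.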
B2AR arrestin: recruits beta-arrestin to the human beta2-adrenergic receptor; P07550; beta-arrestin recruitment to beta2AR, cell-based reporter; Potency, µM (series often up to 46.1 µM), for inactives: top-dose activation, actives largely listed as activators; hit rate 0.02% among 330,000;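 note: potency is the fitted concentration of half-maximal effect; 0% = DMSO controls and full agonism = EC100 isoproterenol or metaproterenol; nearly all actives have a fitted effect of over 65% in size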
TRPV1 agonist: human TRPV1 agonism; Q8NER1; hit rate 0.19% among 320,000; TRPV1-expressing cells, Fluo-8 calcium influx, agonist mode; activation, % at 8.33 µM; in the data active = activation above about 80%; inconclusive = between about 30% and that limit; note: 0% is about no effect
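TRPV1-expressing cells were cultured overnight at 35.5C and loaded with Fluo-8 calcium dye for 40 to 90 min at room temperature. After a 10 s baseline, compound was added and calcium influx was read kinetically for 3 min (ex 480/em 520 nm).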
USP2a inh: inhibitors of human ubiquitin-specific protease USP2a; O75604; USP2 core, Ub-CHOP2 coupled fluorogenic reporter, 485/531; Potency, µM (top dose mostly 38.3 µM), without a hit: at the top dose activity change, negative = inhibition, hits mostly inhibitors; hit rate 0.01% among 330,000;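 note: potency is the fitted concentration of half-maximal effect; plate controls were DMSO wells for no effect and full inhibition by NEM control for full effect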
Target sequence (O75604 whole entry, looked up): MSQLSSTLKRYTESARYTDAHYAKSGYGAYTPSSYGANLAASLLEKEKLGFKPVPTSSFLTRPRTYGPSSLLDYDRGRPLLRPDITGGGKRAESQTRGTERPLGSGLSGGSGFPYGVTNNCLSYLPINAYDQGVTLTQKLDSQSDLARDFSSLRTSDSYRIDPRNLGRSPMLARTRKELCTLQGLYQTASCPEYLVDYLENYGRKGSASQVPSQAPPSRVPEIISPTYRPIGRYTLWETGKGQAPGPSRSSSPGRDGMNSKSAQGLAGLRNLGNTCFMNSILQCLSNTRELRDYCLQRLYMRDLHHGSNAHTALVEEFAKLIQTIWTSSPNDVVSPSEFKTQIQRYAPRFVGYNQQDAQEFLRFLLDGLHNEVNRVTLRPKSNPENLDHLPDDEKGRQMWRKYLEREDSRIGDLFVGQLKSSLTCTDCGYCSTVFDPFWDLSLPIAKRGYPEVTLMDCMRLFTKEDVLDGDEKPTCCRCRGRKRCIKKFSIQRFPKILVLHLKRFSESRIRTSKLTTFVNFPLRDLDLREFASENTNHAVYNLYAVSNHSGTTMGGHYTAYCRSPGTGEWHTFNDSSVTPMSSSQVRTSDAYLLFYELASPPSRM
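USP2 core (10nM final) preincubated 30min RT with compound in 20mM Tris-HCl pH 8.0, 2mM CaCl2, 2mM beta-mercaptoethanol, 0.05% CHAPS; 25nM Ub-CHOP2 plus 25nM reporter substrate added, fluorescence (Ex485/Em531) read after 60min.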
Starred values were filed as active, the others as inactive; & = joins results of further samples. Unless noted, calls come from the whole dose curve; as a rule, active = well fitted curve in the direction sought with a large enough effect; inconclusive = small, poorly fitted or top-dose-only effect, or another doubt; inactive = no such curve, though single readings can be large; an effect the other way counts as inactive or inconclusive. Some of the compounds tested, so the mix of outcomes need not match the whole.

For NC(=O)COC(=O)CC1CC2CCC1C2 (stereo not given) the results were Giardia kill -4, PKM2 activator 1%, hERG WT inh 7, Menin-MLL TR inh -2%, CXXC DNA block -4%, FBPA coupling cs -1, KCNH2 3.1 block 1, GALK inhibitor 3%, B2AR arrestin 0.1%, TRPV1 agonist -1 and USP2a inh 2%.
CC(C)(C)c1nnc(NS(=O)(=O)c2ccc([N+](=O)[O-])cc2)s1 was read as Giardia kill -11, PKM2 activator 12%, hERG WT inh 5, Menin-MLL TR inh 15%, CXXC DNA block -20%, FBPA coupling cs 7, KCNH2 3.1 block -6, GALK inhibitor -1%, B2AR arrestin 0.5%, TRPV1 agonist 4 and USP2a inh -2%.
For Cc1cccc(C(=O)Nc2ccc3c(c2)nc(C)n3C)c1 the results were Giardia kill -23, hERG WT inh 4, Menin-MLL TR inh 0%, CXXC DNA block 1%, FBPA coupling cs -1, KCNH2 3.1 block -4, B2AR arrestin -1.2%, TRPV1 agonist 2 and USP2a inh 1%.
`COc1cccc(CNC(=S)Nc2cc(C)ccc2C)c1` gave Giardia kill -24, PKM2 activator 4%, hERG WT inh -2, Menin-MLL TR inh -6%, CXXC DNA block -4%, FBPA coupling cs 1, KCNH2 3.1 block 5, GALK inhibitor 1%, B2AR arrestin -0.3%, TRPV1 agonist inconclusive and USP2a inh 3%.
Screening CC(=O)Nc1cccc(C(=O)N2CCN(Cc3ccccc3)CC2)c1 returned Giardia kill 30, PKM2 activator 17%, hERG WT inh 0, Menin-MLL TR inh 4%, CXXC DNA block 10%, FBPA coupling cs 5, KCNH2 3.1 block 10, GALK inhibitor -2%, B2AR arrestin -0.3%, TRPV1 agonist 8 and USP2a inh 2%.
Nc1[nH]n2c(=O)c3c(nc2c1N=Nc1ccc(Cl)cc1)CCCC3 was read as Giardia kill 5, PKM2 activator 3%, hERG WT inh 2, Menin-MLL TR inh 17%, CXXC DNA block -4%, FBPA coupling cs 0, KCNH2 3.1 block -24, GALK inhibitor -2%, B2AR arrestin -0.1%, TRPV1 agonist 1 and USP2a inh 5%.
Screening Nc1ncc(Br)cc1S(=O)(=O)NCCC(=O)NCc1ccc(F)cc1 returned Giardia kill inconclusive, hERG WT inh -14, CXXC DNA block 8%, KCNH2 3.1 block -22, GALK inhibitor 0%, B2AR arrestin 0.2%, TRPV1 agonist 6 and USP2a inh 4%.
Screening O=C(NCC(c1ccco1)N1CCCC1)c1cc2ccccc2s1 (stereo not given) returned Giardia kill 2, hERG WT inh 10, KCNH2 3.1 block -17, B2AR arrestin 0.2%, TRPV1 agonist 10 and USP2a inh -1%.
For O=C(Nc1cccc(C(=O)O)c1)/C(=C\c1ccc2c(c1)OCO2)NC(=O)c1ccc(Br)o1 the results were Giardia kill 10, PKM2 activator -4%, hERG WT inh -2, Menin-MLL TR inh -15%, CXXC DNA block 11%, FBPA coupling cs 2, KCNH2 3.1 block -14, GALK inhibitor -4%, B2AR arrestin 0.0%, TRPV1 agonist 2 and USP2a inh 6%.
Screening CC(=O)Nc1ccc(C(=O)/C=C/c2ccc[nH]2)cc1 returned Giardia kill -1, PKM2 activator 24%, hERG WT inh 4, CXXC DNA block 16%, FBPA coupling cs -4, KCNH2 3.1 block -2, GALK inhibitor 0%, B2AR arrestin -0.7% and USP2a inh 0%.
Screening OCc1nnc2c3ccccc3c(-c3ccccc3)nn12 returned Giardia kill 1, PKM2 activator 5%, hERG WT inh -10, Menin-MLL TR inh -4%, CXXC DNA block 2%, FBPA coupling cs 2, KCNH2 3.1 block -2, GALK inhibitor 0%, B2AR arrestin -0.1%, TRPV1 agonist 0 and USP2a inh 6%.
For O=C(CN1CCCCC1)N/N=C/c1ccccc1Br the results were Giardia kill 1, PKM2 activator 2%, hERG WT inh -21, Menin-MLL TR inh 1%, CXXC DNA block -4%, FBPA coupling cs -1, KCNH2 3.1 block -3, GALK inhibitor 3%, B2AR arrestin 0.1%, TRPV1 agonist 0 and USP2a inh -1%.
CC(C)CN(C(=O)CSc1n[nH]c(-c2cccs2)n1)C1CCS(=O)(=O)C1 (stereo not given) was read as Giardia kill 4, hERG WT inh -22, KCNH2 3.1 block -13, B2AR arrestin -0.2%, TRPV1 agonist 1 and USP2a inh 0%.
Cc1ccc2c(c1)/C(=C/c1ccccc1)C(=O)N2 was read as Giardia kill 6, hERG WT inh 6, Menin-MLL TR inh -2%, CXXC DNA block 0%, FBPA coupling cs 0, KCNH2 3.1 block 6, B2AR arrestin 0.4%, TRPV1 agonist 8 and USP2a inh -4%.
For O=Cc1ccccc1OCCN1CCCC1=O the results were Giardia kill 30, hERG WT inh -6, Menin-MLL TR inh inconclusive, CXXC DNA block -11%, FBPA coupling cs 0, KCNH2 3.1 block 0, GALK inhibitor 3%, B2AR arrestin -0.8%, TRPV1 agonist 1 and USP2a inh -3%.
For COc1ccc(CC(=O)NCC(=O)N/N=C/c2sccc2C)cc1 the results were Giardia kill -13, PKM2 activator 0%, hERG WT inh -17, CXXC DNA block 24%, KCNH2 3.1 block 3, GALK inhibitor 3%, B2AR arrestin 0.0%, TRPV1 agonist -1 and USP2a inh 0%.
O=C(NC1CCCCC1)C1CC(=O)N(c2cccc([N+](=O)[O-])c2)C1 (stereo not given) was read as Giardia kill 10, PKM2 activator 0%, hERG WT inh 1, Menin-MLL TR inh -1%, CXXC DNA block -3%, FBPA coupling cs 0, KCNH2 3.1 block 9, GALK inhibitor -1%, B2AR arrestin 0.1%, TRPV1 agonist inconclusive and USP2a inh 3%.
`COc1ccc(C(CCN2CCCC(C)C2)c2c(OC)cc(OC)c3c(-c4ccccc4)cc(=O)oc23)cc1` (stereo not given) gave Giardia kill 8&4, PKM2 activator 5%, hERG WT inh -14, Menin-MLL TR inh inconclusive, CXXC DNA block 14%, FBPA coupling cs -1&0, KCNH2 3.1 block inconclusive, GALK inhibitor -1%, B2AR arrestin -0.9%, TRPV1 agonist 3 and USP2a inh 0%.
Screening CN(C)c1ccc(C(=O)OCC(=O)NCC2CCCO2)cc1 (stereo not given) returned Giardia kill 3, PKM2 activator 0%, hERG WT inh 1, Menin-MLL TR inh 2%, CXXC DNA block 1%, FBPA coupling cs 5, GALK inhibitor 0%, B2AR arrestin 0.0%, TRPV1 agonist -2 and USP2a inh 4%.
Screening COC(=O)c1cn(NC(=O)c2cc([N+](=O)[O-])ccc2F)c(=O)c2ccccc12 returned Giardia kill -11, PKM2 activator 1%, hERG WT inh -5, Menin-MLL TR inh 1%, CXXC DNA block 11%, FBPA coupling cs 2, KCNH2 3.1 block -2, GALK inhibitor 0%, B2AR arrestin 0.3%, TRPV1 agonist -1 and USP2a inh 3%.
For COc1ccc(NC(=S)NCCc2ccc(S(N)(=O)=O)cc2)c(OC)c1 the results were Giardia kill -14, PKM2 activator 1%, hERG WT inh -7, Menin-MLL TR inh -8%, CXXC DNA block 3%, FBPA coupling cs -1, KCNH2 3.1 block 17, GALK inhibitor 0%, B2AR arrestin 0.2%, TRPV1 agonist 0 and USP2a inh 4%.
Screening Cc1ccc(C(=O)CC(C(=O)O)P(=O)(c2ccccc2)c2ccccc2)cc1 (stereo not given) returned Giardia kill 15, PKM2 activator -2%, hERG WT inh -7, Menin-MLL TR inh 3%, CXXC DNA block -2%, FBPA coupling cs 7, KCNH2 3.1 block -19, GALK inhibitor 0%, B2AR arrestin 0.0%, TRPV1 agonist -1 and USP2a inh 2%.
Screening O=C(Nc1ccc2c(c1)OCO2)N1CCN(c2ncccn2)CC1 returned Giardia kill -15, PKM2 activator -2%, hERG WT inh -3, Menin-MLL TR inh -11%, CXXC DNA block -1%, FBPA coupling cs 0, KCNH2 3.1 block -9, GALK inhibitor -1%, B2AR arrestin -0.1%, TRPV1 agonist 2 and USP2a inh 2%.
Screening CCOc1ccc(C(C(=O)NC2CCCCC2)N(C(=O)c2ccco2)c2ccc(-n3cnnn3)c(C)c2)cc1 (stereo not given) returned Giardia kill 17, PKM2 activator -7%, hERG WT inh 6, Menin-MLL TR inh 0%, CXXC DNA block 0%, FBPA coupling cs 0, KCNH2 3.1 block 9, GALK inhibitor -5%, B2AR arrestin -0.3%, TRPV1 agonist inconclusive and USP2a inh 3%.
`Cc1ccc(-c2nc3ncccc3o2)cc1NC(=S)NC(=O)c1ccco1` gave Giardia kill 13, PKM2 activator -1%, hERG WT inh inactive, Menin-MLL TR inh 24%, CXXC DNA block 16%, FBPA coupling cs 4, KCNH2 3.1 block -13, GALK inhibitor 1%, B2AR arrestin 0.2%, TRPV1 agonist -6 and USP2a inh 4%.
